# LYPLA2 counter: blocks human lysophospholipase 2, a PME1 counter-screen; inhibition, % at 5.9 µM; hit rate 0.38% among 320,000; recombinant LYPLA2, FP-Rh probe fluorescence polarization; AID 2177;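 active = inhibition above the screen-wide mean plus 3 SD, limit set per campaign, cut at about 26% in these data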;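 note: 0% = LYPLA2 with DMSO and 100% = wells lacking LYPLA2 enzyme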
# Target sequence (O95372 whole entry, looked up): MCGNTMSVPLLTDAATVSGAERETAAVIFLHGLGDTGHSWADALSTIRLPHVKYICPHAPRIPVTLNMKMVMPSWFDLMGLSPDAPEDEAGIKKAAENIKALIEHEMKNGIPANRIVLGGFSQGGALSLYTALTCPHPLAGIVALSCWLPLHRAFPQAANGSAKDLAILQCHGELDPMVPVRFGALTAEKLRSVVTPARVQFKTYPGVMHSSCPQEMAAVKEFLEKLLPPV
# PREPL inhibitor: inhibits the human prolyl oligopeptidase-like enzyme. Q4J6C6. recombinant PREPL, fluorescence polarization activity-based probe. inhibition, % at 5.96 µM. hit rate 0.68% among 320,000. AID 2751; in the data active = inhibition above about 43%;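 note: 0% = enzyme with DMSO and 100% = wells lacking enzyme; many of its hits are not listed in these tables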
# JMJD2C inh: human JMJD2C demethylase inhibition; GST-JMJD2C(1-420) H3K9me3 demethylation, DELFIA europium; hit rate 0.069% among 330,000; inhibition, % at 2.35 µM;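 active = more than half of a compound's replicate wells show inhibition beyond 50%, single wells judged on their own value; inconclusive = some, but no more than half, of replicates pass 50% inhibition; inactive = no replicate passes 50% inhibition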;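 note: signal counts dimethyl H3K9 product captured on neutravidin plate; 0% = median of DMSO wells and 100% = 0.3 times that DMSO median; strong numbers were not always called active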
# PP5 primary: PP5 (human) phosphatase inhibition; P53041; purified PP5c, OMFP substrate fluorescence; hit rate 0.18% among 320,000; inhibition, % at 6.7 µM; AID 1987;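 active = inhibition above the campaign's mean inhibition across all tested compounds plus 3 SD, cut at about 9.5% in these data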;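 note: 0% = DMSO only and 100% = 100 µM cantharidin control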
# Target sequence (P53041 whole entry, looked up): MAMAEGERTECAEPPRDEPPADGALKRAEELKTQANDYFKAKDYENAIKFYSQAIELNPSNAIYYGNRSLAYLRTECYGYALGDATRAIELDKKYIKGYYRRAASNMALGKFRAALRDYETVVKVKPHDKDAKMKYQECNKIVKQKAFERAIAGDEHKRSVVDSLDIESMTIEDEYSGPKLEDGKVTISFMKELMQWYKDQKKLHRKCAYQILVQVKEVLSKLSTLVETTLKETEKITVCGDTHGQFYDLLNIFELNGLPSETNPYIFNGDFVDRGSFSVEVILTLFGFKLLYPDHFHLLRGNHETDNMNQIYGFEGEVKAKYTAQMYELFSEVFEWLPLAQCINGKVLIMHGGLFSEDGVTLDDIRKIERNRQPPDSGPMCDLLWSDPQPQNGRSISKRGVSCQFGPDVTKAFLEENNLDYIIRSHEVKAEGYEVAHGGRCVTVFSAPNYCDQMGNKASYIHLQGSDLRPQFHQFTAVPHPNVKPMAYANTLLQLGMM
# PP1 inh: PP1-alpha (human) inhibition in PP5 counter-screen | P62136 | purified PP1alpha, OMFP fluorescence | inhibition, % at 6.7 µM | hit rate 0.9% among 320,000 | AID 2235;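 active = inhibition above the mean inhibition of all tested compounds plus 3 SD, computed separately for each screening campaign, cut at about 15% in these data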
# Target sequence (P62136 whole entry, looked up): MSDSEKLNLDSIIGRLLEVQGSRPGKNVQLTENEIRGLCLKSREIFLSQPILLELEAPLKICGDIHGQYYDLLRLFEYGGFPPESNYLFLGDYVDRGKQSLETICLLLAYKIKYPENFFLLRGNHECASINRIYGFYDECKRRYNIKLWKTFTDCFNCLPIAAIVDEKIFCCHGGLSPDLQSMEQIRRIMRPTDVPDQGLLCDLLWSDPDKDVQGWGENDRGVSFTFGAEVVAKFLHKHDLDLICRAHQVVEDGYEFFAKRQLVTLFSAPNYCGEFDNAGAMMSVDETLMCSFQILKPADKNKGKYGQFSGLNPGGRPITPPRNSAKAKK
# CTSL1 counter: counter-screen for PFM18AAP inhibitors: inhibitors of F. hepatica cathepsin L1 | recombinant F. hepatica cathepsin L1, Z-Leu-Arg-MCA fluorescence | inhibition, % at 5.96 µM | hit rate 0.49% among 300,000 | AID 1906;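 active = inhibition above the mean of all tested compounds plus 3 SD, set per screening campaign, cut at about 17% in these data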;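 note: 0% = plate median of test compound wells and 100% = 1 µM Z-Phe-Ala-diazomethylketone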
# core dimer inh: HCV core protein dimerization inhibition. TR-FRET GST/Flag-core106 dimerization, 1536-well. inhibition, % at 5 µM. hit rate 0.33% among 300,000. AID 1899;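 active = inhibition above the mean of all tested compounds plus 3 SD, set per screening campaign, cut at about 45% in these data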
#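 Assay system: Tagged HCV core106 pair (GST and Flag) | Buffer or medium: KF-containing HEPES buffer, pH 7.45, DTT, CHAPS, BSA | Also added: Eu donor and XL665 acceptor anti-tag antibodies | Dosing: One concentration, 5 µM, in 0.5% DMSO | Timing: 4 h at 22.5 °C | Technique: TR-FRET 671 and 617 nm emission | Repeats: Singlicate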
# TPT1 inh: blocks Candida albicans tRNA 2'-phosphotransferase | hit rate 0.81% among 300,000 | inhibition, % at 5 µM | AID 1962 | recombinant caTPT1, FP RNA substrate dephosphorylation;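 active = inhibition above the mean of all tested compounds plus 3 SD, set per screening campaign, cut at about 24% in these data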;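 note: plate controls were DMSO alone for no effect and ferristatin control at 100 nM for full effect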
# Efflux pump mplx: blocks antifungal efflux pumps in multiplex yeast assay. S. cerevisiae Candida pump triplex, Nile Red efflux. hit rate 0.44% among 330,000. inhibition, % at 10 µM;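 active = plate passing quality check with inhibition over a set limit, or well fluorescence over plate mean plus 4 SD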;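 note: Nile Red retained in pooled yeast measured as flow cytometry median fluorescence; 0% = buffer negative control and 100% = Enniatin B positive control; higher means more Nile Red kept so more efflux inhibition; some compounds called inactive have numbers as strong as hits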
# Numbers without * were called inactive; i = inactive; ? = inconclusive; / = no result given.
SMILES,LYPLA2 counter,PREPL inhibitor,JMJD2C inh,PP5 primary,PP1 inh,CTSL1 counter,core dimer inh,TPT1 inh,Efflux pump mplx
Cc1ccc(NC(=S)N/N=C2\CC3CC=CC23)c(C)c1 (stereo not given),3,1,7,1.6,-1,-1,15,4,0.0
Cn1c(=O)n(C)c2cc(N3CCOCC3)c(NC(=O)c3cccc(Cl)c3)cc21,4,6,-3,-0.6,-5,4,2,-1,-0.1
O=C(NCc1ccco1)C12CC3CC(CC(C3)C1)C2,1,1,3,-0.2,-8,-3,2,1,0.2
CCOc1ccc(CCNC(=O)CSc2cc(=O)n(C)c3ccc(Cl)cc23)cc1OCC,-2,18,i,0.8,2,1,-2,-1,-1.1
O=C(C1CCCN(c2ncnc3c2nc2n3CCCCC2)C1)N1CCN(c2ccccc2)CC1 (stereo not given),-2,-22,-2,2.9,0,7,-4,2,0.0
OCCN(Cc1ccccc1)Cc1cccc(F)c1,1,0,2,1.2,0,1,0,0,-0.1
COC(=O)C1=C(C)N(c2ccc(OC)cc2)C(C)=C(C(=O)OC)C1c1ccccc1,-8,3,-4,0.5,-2,3,3,-1,0.0
COc1ccccc1Nc1nc2ccc(C)cc2cc1C#N,-2,-2,13,4.7,-4,2,30,1,-0.3
Cc1cccc(/C=N/N(CCO)C2=NS(=O)(=O)c3ccccc32)c1,-10,-15,-11,2.6,0,0,1,0,-0.1
CC(=O)OC[C@H]1O[C@@H](O/N=C/C[C@@H]2C=C[C@H](OC(C)=O)[C@@H](COC(C)=O)O2)[C@H](OC(C)=O)[C@@H](OC(C)=O)[C@@H]1OC(C)=O,-2,-2,0,1.4,-4,1,2,-1,0.1
COc1cc(C(=O)NCc2nc(C)cs2)ccc1OC1CCN(C(C)=O)CC1,-1,-6,-29,3.9,-2,-2,-5,-1,0.0
CCOC(=O)c1sc(=S)n(-c2ccc3c(c2)OCO3)c1N,-1,8,3,0.7,0,-2,6,-6,-0.1
O=C(CN1C(=O)C2CCCCC2C1=O)OCC(=O)c1ccc(F)cc1 (stereo not given),1,16,/,2.5,-3,/,/,/,0.3
COc1ccc(OC)c(/C=N\NC(=O)c2ccc(COc3ccc(C)cc3[N+](=O)[O-])o2)c1,-2,11,-2,3.4,1,4,22,1,0.0
CN(C)S(=O)(=O)c1cccc(NC(=O)COC(=O)c2cc(=O)c3ccccc3o2)c1,4,2,3,-1.4,-6,-1,-8,3,0.2
O=C1CN(C(=O)c2cccc([N+](=O)[O-])c2)CC(=O)N1,5,9,17,-0.4,-6,-1,-10,-6,0.0
FC(F)(F)c1ccc(NC(=S)NC2CCCCC2)cc1,2,5,-7,2.9,-3,5,-4,-6,-0.2
CCOC(=O)c1ccc(NC(=O)c2c(N)n(Cc3ccccc3)c(=O)[nH]c2=O)cc1,-4,4,-22,-1.4,-2,4,1,0,0.1
COc1ccc(C(=O)NCC2CCCO2)cc1S(=O)(=O)N1CCCc2ccccc21 (stereo not given),5,2,-4,1.5,-7,5,3,2,0.0
Cc1ccc(O)c(NS(=O)(=O)c2cccc3nsnc23)c1,2,-4,-1,2.8,-2,-2,-7,-3,0.0
COc1cc(OC)c(OC)cc1/C=N/n1c(C)nnc1C,6,5,5,0.3,-1,7,-1,-2,-0.1
FC(F)(F)c1cccc(NC(=S)Nc2cccc(Cl)c2)c1,-4,2,4,-1.5,-2,0,-5,2,-0.1
O=C(Nc1ccc(C(=O)NCc2ccccc2)cc1)C1=CSCCO1,1,-1,-6,0.5,-4,-2,5,0,0.1
CN(C)c1ccc(S(=O)(=O)NCC(=O)NCC2CCCCC2)cc1[N+](=O)[O-],-5,-5,0,3.3,0,-3,-8,4,0.1
COc1ccc(OC)c(S(=O)(=O)N2CCN3CCCC3C2)c1 (stereo not given),0,9,-20,0.2,-3,1,9,-4,0.0
Cc1ccccc1N1CCN(S(=O)(=O)c2cccs2)CC1,-4,-2,23,1.2,5,-1,-7,3,0.4
Cc1ccc(S(=O)(=O)N(C)C)cc1NC(=O)CCCNC(=O)c1ccc(Cl)cc1,6,-6,2,-2.2,5,0,-10,-3,-0.2
CCc1ccc(OCC(=O)OCC(=O)NCCNC(=O)COC(=O)COc2ccc(CC)cc2)cc1,4,-4,1,3.3,1,-13,-6,1,0.1
CC(=O)Nc1nc2ccc(-c3nc4ccccc4o3)cc2s1,-17,-1,14,0.1,4,3,-8,0,-0.1
Cc1cc(C)c(S(=O)(=O)Nc2ccc(O)cc2)c(C)c1,0,-3,0,0.1,-1,-5,-1,-2,0.0
CC[C@H](C)[C@H](NS(=O)(=O)c1ccc(C)cc1)C(=O)N1CCC(C(=O)N[C@H](C(=O)O)C(C)C)CC1,-2,5,10,0.4,-2,-11,-1,-22,0.4
CN(C(=O)COC(=O)c1ccc(CN2CCCC2=O)cc1)c1ccccc1,4,0,2,-1.8,-5,/,/,/,0.0
COc1ccc(/C(C)=N/NC(=O)CNC(=O)C2COc3ccccc3O2)c(OC)c1 (stereo not given),5,17,-24,-1.8,-4,0,-5,0,-0.2
CCN(CCCNC(=O)C1CCC(=O)N1C(C)C)c1cccc(C)c1 (stereo not given),4,5,-2,0.1,0,-2,-7,-3,-0.1
Cc1ccc(/C(C#N)=C\c2ccc(N3CCOCC3)o2)cc1,7,16,0,-0.4,-2,14,-24,121*,0.0
CC(NC(=O)C(NC(=O)C(Cc1c[nH]c2ccccc12)NC(=O)OC(C)(C)C)C(C)C)C(N)=O (stereo not given),7,20,-4,-0.5,3,1,-2,-5,-0.1
COc1cc(CCCN2C(=S)NC[C@@H]2CC2CCCCC2)cc(OC)c1OC,5,10,-20,2.2,1,6,-10,1,0.0
Cc1nnc(SCC(=O)NC(=O)Nc2ccc3c(c2)OCCO3)n1N,3,-3,-2,9.3,-5,-5,0,-2,0.2
COc1ccc(CCN(C)C(=O)CSc2nnc(C3CC3)n2N)cc1OC,-5,0,0,-1.7,0,3,-2,3,0.2
O=C(O)C1C2C=CC(C2)C1C(=O)NCCCN1CCCC1=O (stereo not given),-5,-5,-3,0.2,1,-2,-1,-1,0.0
COc1ccc(COC(=O)c2c(C)nn(-c3ccccc3)c2Cl)cc1,-2,-2,28,0.0,-3,1,-1,-1,0.1
COc1ccc(-c2cc(C#N)nc(Oc3ccc(Cl)cc3)n2)cc1,0,2,-4,-1.1,-4,9,10,-1,-0.1
O=C(NC1CCCc2ccccc21)c1cc(S(=O)(=O)N2CCOCC2)ccc1F (stereo not given),-6,-6,13,-1.7,-2,-4,-38,10,0.3
Cc1c(C(=O)NCc2ccc3c(c2)OCO3)oc2ccc(S(=O)(=O)N3CCC(C)CC3)cc12,-10,-11,2,3.3,9,1,10,3,0.3
O=C(CC1NCCNC1=O)OCc1ccccc1 (stereo not given),-1,-3,?,2.2,-1,0,-4,-9,0.0
COc1ccc(C)cc1S(=O)(=O)N(C)CC(=O)NC1CCCC1,-5,8,-6,1.0,-5,-1,0,-2,0.0
CC(NC(=O)CSC1=NCCS1)c1ccccc1 (stereo not given),0,6,5,1.7,1,-4,-7,2,0.3
COc1ccc(NS(=O)(=O)c2cccc3ccccc23)cc1,8,11,8,2.0,-1,2,-2,-1,-0.1
COc1cccc(C(=O)NCc2ccc3c(c2)OCO3)c1,-2,-4,4,-0.4,1,-2,-1,2,0.0
CCCCCc1nnc(NC(=O)CN2C(=O)C3CCCCC3C2=O)s1 (stereo not given),7,8,38,-0.5,-3,0,8,-6,-0.2
# (listing goes on)
SMILES,LYPLA2 counter,PREPL inhibitor,JMJD2C inh,PP5 primary,PP1 inh,CTSL1 counter,core dimer inh,TPT1 inh,Efflux pump mplx
O=C(CN1C(=O)c2ccccc2C1=O)Nc1nnc(C2CCCO2)s1 (stereo not given),6,9,4,-2.0,-2,0,-2,1,0.0
O=C(NC1CCN(C(=S)NCc2ccco2)CC1)c1cccc(F)c1,-4,1,-5,0.0,0,-1,-2,-2,-0.2
O=C(COc1ccc(Cl)cc1)c1ccc(O)cc1O,5,-10,0,1.9,3,3,0,-2,0.0
COc1ccc(NC(=O)Cn2cnc3ccccc3c2=O)cc1OC,4,-2,-19,-2.5,-4,-3,-1,-3,0.2
COc1ccc(C(=O)NCCNc2nc3ccc(C)cc3cc2C#N)cc1,-4,-11,?,4.0,6,-2,17,-1,0.0
O=C(CN1CCCCC1)N/N=C/c1ccc(Cl)cc1Cl,-1,-6,2,4.5,-2,2,-7,2,0.2
Cc1ccc(Nc2nc(N)nc(CSc3nnnn3-c3ccccc3)n2)cc1,-4,6,8,-0.9,16*,2,1,-2,-0.1
CC1C(=O)N2CCCc3cc(NC(=O)c4ccccc4Br)cc1c32 (stereo not given),2,-3,20,0.4,-2,0,-2,1,-0.1
CC12CC3CC(C)(C1)CC(C(=O)Nc1nn[nH]n1)(C3)C2,-2,4,1,1.2,9,-1,-5,0,-0.1
CCOC(=O)C1(CCCc2ccccc2)CCN(C(=O)CCn2cnnn2)CC1,-4,14,-2,-1.7,1,-1,0,-2,0.2
Cc1ccc(-c2ccc(SCC(=O)N3CCCc4ccccc43)nn2)cc1,-10,-20,1,-0.2,-1,-1,17,-1,-0.2
CCC(C)[C@H](NC(=O)NCc1cccnc1)C(=O)OC (stereo not given in full),1,-2,-4,-2.0,-4,8,-2,-1,-0.1
Cc1ccc(C)c(NC(=O)CN(C)C(=O)c2ccc(-c3cccc(C(F)(F)F)c3)o2)c1,-5,6,-3,1.5,-4,1,3,0,-0.1
COCCNC(=O)Cn1c(=O)oc2cc(S(=O)(=O)N3CC(C)CC(C)C3)ccc21 (stereo not given),4,-4,-3,3.2,1,0,-10,-2,-0.1
CCOC(=O)C1=C(COC(=O)CCOc2ccccc2C)NC(=O)NC1C (stereo not given),9,-13,-6,0.3,-4,-33,0,-2,0.0
CCC(=O)Nc1cccc(NC(=S)NC(=O)c2cc3ccccc3o2)c1,7,-8,1,0.0,-4,-2,6,3,0.1
Cc1ccc(NC(=O)CNC(=O)c2ccc3c(c2)OCO3)nc1,3,2,10,0.9,2,-1,-1,-4,-3.0
COC(=O)/C=C1\SC(N2CCOCC2)=C(c2ccc(OC)cc2)C1=O,4,9,-9,1.9,2,5,0,0,-0.5
Cc1nn(C(C)C(=O)N2CCCCC2)c(=O)c2c1sc1ccccc12 (stereo not given),-9,-1,8,0.0,-6,-2,-1,-2,0.1
CC(C)OC(=O)c1ccc(OC(=O)c2cccnc2)cc1,8,15,-15,-0.6,-5,2,-6,0,-0.1
CCC(=O)Nc1ccc(NC(=S)Nc2ccccc2)cc1,5,-3,6,2.7,11,2,-13,-1,-0.2
Oc1ccc(/C=N/n2c(COc3ccccc3)n[nH]c2=S)c(O)c1,2,5,-10,2.5,-5,-1,-7,-1,0.2
CCCCN(C(=O)CC1CCCC1)c1c(N)n(CCCC)c(=O)[nH]c1=O,-2,12,-2,1.0,2,/,/,/,0.0
CC(=O)Nc1ccc(S(=O)(=O)N2CCN=C2SCc2cccnc2)cc1,3,3,6,0.9,-2,-2,7,-3,-0.1

# Not all compounds are listed (hit frequency here may not be typical).
